Assay outcomes deposited in PubChem by Broad Institute.
Casp6 inh: blocks human caspase-6 cleavage activity; P55212; purified caspase-6, Z-VEID-R110 cleavage fluorescence; inhibition, % at 12.5 µM; 350,000 compounds, 0.53% hits; AID 686996;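 active means mean inhibition across replicates at least about 35%, with every replicate also reaching that limit, limit read from the data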;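 further: 0% = median of neutral control wells and 100% = no fluorescence left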
Target sequence (P55212 24-179 limits assumed): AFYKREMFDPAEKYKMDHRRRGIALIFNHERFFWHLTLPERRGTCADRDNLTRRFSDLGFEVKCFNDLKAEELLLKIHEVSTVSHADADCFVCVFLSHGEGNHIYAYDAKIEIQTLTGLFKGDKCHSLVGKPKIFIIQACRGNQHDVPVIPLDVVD
Target sequence (P55212 194-293 limits assumed): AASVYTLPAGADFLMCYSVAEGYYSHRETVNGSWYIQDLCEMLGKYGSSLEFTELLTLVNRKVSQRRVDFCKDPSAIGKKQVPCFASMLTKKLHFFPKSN
SIRT5 block: inhibitors of human sirtuin-5 desuccinylase. Purified SirT5, succinyl-peptide AMC, trypsin-coupled fluorescence. inhibition, % at 15 µM. AID 652115. 330,000 compounds, 1.1% hits. Q9NXA8; in the data active means inhibition above about 15%
Target sequence (Q9NXA8 whole entry, looked up): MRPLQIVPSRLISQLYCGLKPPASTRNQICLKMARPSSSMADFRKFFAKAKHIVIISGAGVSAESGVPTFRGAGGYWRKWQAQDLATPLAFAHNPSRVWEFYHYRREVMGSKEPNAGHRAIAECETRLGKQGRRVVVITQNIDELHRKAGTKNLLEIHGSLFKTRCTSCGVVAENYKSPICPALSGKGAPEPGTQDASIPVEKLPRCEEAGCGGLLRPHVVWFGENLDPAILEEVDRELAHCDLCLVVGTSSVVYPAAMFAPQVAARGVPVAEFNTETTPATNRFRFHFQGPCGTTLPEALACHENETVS
FN deposit inh: fibronectin deposition inhibition; AH1F fibroblasts, Alexa488-fibronectin deposition fluorescence, overnight; inhibition, % at 12.6 µM; 350,000 compounds, 0.086% hits; AID 743247;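 active means mean inhibition across replicates of 30% or more, regardless of how many single replicates reach that level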;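 further: positive control wells lacked labelled fibronectin entirely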
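Assay system: AH1F fibroblast monolayer, labelled fibronectin deposition. Amount: 10000 cells per well. Also added: labelled fibronectin 24 nM. Compound: single-point pinned compound. Incubation: cell attachment 1 h, compound and FN exposure overnight. Detection: fluorescence after three HBSS washes, excitation 485 nm, emission 525 nm. Read-out: inhibition of fibronectin deposition signal.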
LGR2 antag: inhibitors of bursicon-induced Drosophila LGR2 receptor cAMP signaling; HEK293 LGR2, CRE-luciferase, bursicon-stimulated, 4 h; 380,000 compounds, 0.35% hits; inhibition, % at 9.99 µM; AID 720647;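 active means drop in luminescence signal, shown as inhibition above about 50% in the replicate tests, limit read from the data, passing the limit was not always enough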;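 further: agonist challenge used bursicon conditioned medium at about half maximal strength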
Statin myotox sup: suppressors of simvastatin-induced myotoxicity in C2C12 myotubes; 330,000 compounds, 0.78% hits; rescue of ATP level, % at 7.49 µM; ATP luminescence, 48 h; scaled: DMSO 0, geranylgeraniol control 100;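 active means mean ATP rescue above about 67%, or every replicate alone reaching that limit, limit read from the data, passing the limit was not always enough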;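 further: myotubes were challenged with 10 µM simvastatin during compound exposure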
esBAF inh: inhibitors of esBAF chromatin remodeling in mouse ES cells; reporter increase, % at 12.5 µM; 350,000 compounds, 2% hits; Bmi1-luciferase knock-in reporter, 24 h; 100% = twice the neutral-well signal; in the data active means activation above about 40%;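 further: 0% = median of the plate's neutral control wells and 100% = double that signal; a rise in the Bmi1 reporter signal indicates esBAF inhibition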
S100A4 MyoIIA: inhibitors of human S100A4 binding to myosin IIA peptide; S100A4/TAMRA-MyoIIA peptide fluorescence polarization; inhibition, % at 10.7 µM; 360,000 compounds, 0.14% hits; AID 652163;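 active means mean inhibition of at least 70% across replicates, with every replicate also reaching that level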
Target sequence (P26447 whole entry, looked up): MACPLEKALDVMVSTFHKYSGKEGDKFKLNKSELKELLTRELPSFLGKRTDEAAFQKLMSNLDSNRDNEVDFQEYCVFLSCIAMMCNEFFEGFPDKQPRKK
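Assay system: human S100A4 monomer with TAMRA-labelled myosin IIA peptide / Buffer or medium: Calcium-containing HEPES buffer, pH 7.2 / Reagent: TAMRA-labelled myosin IIA heavy-chain peptide probe, 5 nM / Compound: one dose per compound / Timing: polarization read 5 min after assay mix addition, stable 5–60 min / Benchmarks: neutral control DMSO, positive control TFP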
Starred values were filed as active, the others as inactive; x = no result given. A portion of the library; the hit share may differ from the screen's.

entry	SMILES	Casp6 inh	SIRT5 block	FN deposit inh	LGR2 antag	Statin myotox sup	esBAF inh	S100A4 MyoIIA
1	COCC(=O)N1CC2(C1)CN(C(=O)Nc1ccccc1F)[C@H](CO)c1[nH]c3cc(OC)ccc3c12	x	1	-2	4	x	x	x
2	Cc1noc(C)c1NC(=O)Nc1ccc2c(c1)CC(=O)N([C@H](C)CO)C[C@H](C)[C@H](CN(C)S(=O)(=O)c1cn(C)cn1)O2	x	x	2	-13	-9	5	x
3	C/C(=N\Nc1cccc(C(=O)O)c1)c1cc2ccccc2o1	3	2	-3	x	3	32	0
4	O=C(CN1C(=O)NC2(CCCC2)C1=O)OCCOc1ccc(Cl)cc1	-2	-5	-3	-14	1	5	1
5	OC[C@@H]1[C@@H](c2ccccc2)C2(CN(CC3CCOCC3)C2)N1Cc1nccs1	0	0	-3	-18	x	x	13
6	Cc1ccc(C(=O)ONc2ccc(N=NC(=O)c3ccccc3O)cc2)cc1	x	x	-6	x	39	32	x
7	O=c1oc2ccc([N+](=O)[O-])cc2c(N2CCOCC2)c1[N+](=O)[O-]	x	-4	8	-22	x	x	9
8	COC(=O)C1C2C=CC3(CN(c4ccc(Cl)c(F)c4)C(=O)C13)O2 (stereo not drawn)	-1	-7	-8	12	-4	-4	-1
9	S=C(Nc1ccc(Oc2ccccc2)cc1)N(CCCN1CCOCC1)Cc1ccccn1	-3	-6	17	14	x	x	4
10	COc1cc(-c2nnc(SCC(=O)N3CCOCC3)o2)cc(OC)c1OC	-3	-1	2	8	-12	-9	11
11	CC(C)C(NCc1c(Cl)cccc1Cl)C(=O)O (stereo not drawn)	1	3	x	1	-4	-3	2
12	CCN1C(=O)N[C@@H](c2cccc(F)c2)C(C(=O)OC)=C1C	-3	x	17	-1	-3	6	-2
13	O=C(N=C1SC2CS(=O)(=O)CC2N1Cc1ccccc1Cl)C1CC1 (stereo not drawn)	1	-6	13	3	-14	2	-2
14	Cc1ccccc1NC(=O)Cn1c([N+](=O)[O-])cnc1C	x	x	1	-6	-3	-6	x
15	Cc1ccc(S(=O)(=O)Nc2ccc3c(c2)C(=O)N([C@@H](C)CO)C[C@H](C)[C@@H](CN(C)C(=O)Nc2ccccc2)O3)cc1	-1	-3	x	-4	34	0	-30
16	O=C(O)CSCC(=O)Nc1cccc(C(F)(F)F)c1	2	3	x	-5	-5	-6	1
17	Cc1nn(C(=O)c2cc([N+](=O)[O-])ccc2Cl)c(C)c1Br	2	2	-8	-1	8	0	0
18	COc1cc(OC)c(OC)cc1CNC(=O)c1cc(S(=O)(=O)N(C)c2ccccc2OC)ccc1C	3	-3	-1	30	-50	-21	1
19	O=C(O)CCC(=O)Nc1ccc(-n2ccc(C(F)(F)F)n2)cc1	-1	0	3	3	x	x	0
20	COc1ccc(Br)cc1S(=O)(=O)N1CCCC1	x	x	-1	x	-3	-9	x
21	C[C@@H](NC(=O)C[C@@H]1C=C[C@@H](NC(=O)c2cccnc2)[C@H](CO)O1)c1ccccc1	0	2	-8	4	3	-5	9
22	N#C/C(=N\Nc1ccccc1)C(N)=S	0	x	-3	26	x	x	-3
23	c1cncc(CNc2ncnc3ccc(-c4cccnc4)cc23)c1	2	2	-15	x	16	-6	4
24	O=C(CCN1C(=O)/C(=C/c2ccccc2)SC1=S)NCCCN1CCOCC1	-2	-3	-4	7	38	3	-3
25	COc1ccc(C)cc1NC(=O)C1CCCN(S(=O)(=O)c2ccc3c(c2)CCCN3C(C)=O)C1 (stereo not drawn)	3	-3	4	2	0	-6	-12
26	O=C(CSc1nnc2ccccn12)Nc1ccc2c(c1)OCO2	25	0	-19	-22	x	x	2
27	O=C(CCc1ccccc1)NNC(=O)c1ccc(Cl)cc1	-2	8	6	-10	19	-6	1
28	C[C@H](CO)N1C[C@H](C)[C@H](CN(C)S(=O)(=O)c2cn(C)cn2)Oc2ccc(NC(=O)CCC(F)(F)F)cc2CC1=O	x	x	x	16	-28	3	x
29	O=C(NCc1n[nH]c(=S)n1Cc1ccccc1)c1ccccc1	-1	0	-17	13	x	x	-2
30	COC(=O)C1CC(=O)N(c2ccc(OCc3ccccc3Cl)cc2)C1 (stereo not drawn)	10	-2	-18	1	-1	-5	-4
31	CCOC(=O)c1ccc(S(=O)(=O)N2CCC(C(=O)NCc3ccccc3OC)CC2)cc1	2	-2	0	9	5	-1	1
32	CC(C)CN1CCN(Cc2cnc(N3CCOCC3)s2)CC1CCO (stereo not drawn)	1	-2	5	10	9	-1	0
33	COc1ccc(OC)c(/C=C2\SC(=S)N(NS(=O)(=O)c3ccccc3)C2=O)c1	9	6	2	8	x	x	35
34	CCS(=O)(=O)N[C@H]1C=C[C@@H](CC(=O)N2CCCCC2)O[C@H]1CO	2	x	x	x	-4	0	8
35	C[C@H](O)[C@@H]1C(=O)N2CCc3c([nH]c4c(-c5ccccc5)cccc34)[C@@H]2C[C@@H]1N(C)C(=O)Nc1cccc2ccccc12	-3	3	6	12	x	x	1
36	CCCCn1c(=O)c(CCC(=O)OCC(=O)Nc2ccc(F)c(Cl)c2)nc2ccccc21	x	x	4	-9	6	0	x
37	COc1cccc(/C=N/NC(=O)c2cccc(N3CCCC3=O)c2)c1	1	5	7	-50	9	73*	-5
38	CC(=O)N1CCC(C(=O)Nc2cc(S(=O)(=O)N3CCCCC3)ccc2C)CC1	4	-3	-4	-5	9	0	4
39	C=CCSc1cc(C)nc2c(-c3ccccc3)c(C)nn12	1	-6	-7	-13	2	8	-4
40	Clc1ccc(/C=N/Nc2nnc(-c3ncc[nH]3)c3ccccc23)cc1	x	x	-11	x	-9	22	x
41	O=C1c2ccccc2C(=O)C1C1=Nc2ccccc2NC(c2ccccc2)C1 (stereo not drawn)	1	-4	2	-42	x	x	-2
42	Cc1ccc(-n2c(-c3ccccc3)c[n+]3c2CCc2ccccc2-3)c(C)c1	3	-1	-8	39	x	x	1
43	CCCNC(=O)N1[C@@H]2c3ccc(-c4cccc(OC)c4)c(=O)n3C[C@H]1[C@H](CO)[C@H]2C(=O)NC1CCC1	0	-33	x	1	9	1	-3
44	CO[C@@H]1CC[C@H]2CCOc3ccc(C#N)cc3C(=O)N(C)C[C@H](c3ccccc3)CC(=O)N(C)C[C@@H]1O2	x	x	2	-12	15	-1	x
45	COc1ccccc1NC(=O)N1CC[C@@H]2[C@@H](CO)N(C)c3ccc(-c4cccc(F)c4)cc3[C@@H]21	-2	1	-14	10	30	1	5
46	COc1ccc(NC(=O)Nc2ccc3c(c2)C(=O)N([C@H](C)CO)C[C@@H](C)[C@H](CN(C)Cc2ccc(C(=O)O)cc2)O3)cc1	0	-3	x	18	x	-1	5
47	Cc1ccc(N2CC(C(=O)NCc3n[nH]c(=O)c4ccccc34)CC2=O)cc1 (stereo not drawn)	2	-1	-11	14	x	x	1
48	O=C(NCCOc1ccccc1F)C1CC(=O)N(c2ccc3c(c2)OCCO3)C1 (stereo not drawn)	1	2	-9	5	-4	-2	-4
49	COc1ccccc1-c1cn(CC[C@H]2CC[C@@H](NC(=O)C3CCCCC3)[C@H](CO)O2)nn1	-3	-2	-11	19	-6	8	-18
50	Cc1ccc(S(=O)(=O)Nc2ccc3c(c2)C(=O)N([C@@H](C)CO)C[C@H](C)[C@@H](CN(C)CC2CC2)OCCCC[C@H](C)O3)cc1	x	x	-4	4	-1	2	x

Next compounds
entry	SMILES	Casp6 inh	SIRT5 block	FN deposit inh	LGR2 antag	Statin myotox sup	esBAF inh	S100A4 MyoIIA
51	CCOc1ccc(NC(=S)NN2CCN(C)CC2)cc1	-5	-1	-11	x	x	x	-1
52	Cc1ccc(CCSCC(=O)O)cn1	x	x	-3	x	1	-2	x
53	CCCc1cc(C(=O)Nc2sc(C(C)=O)c(C)c2C(=O)OCC)no1	0	-7	-2	18	5	3	-3
54	O=c1[nH]nc(CNc2ccc(O)cc2)c2ccccc12	x	x	7	x	-15	-8	x
55	O=C(O)c1ccccc1CC(CCc1ccccc1)C(=O)O (stereo not drawn)	5	-4	0	-3	1	14	0
56	CCCCNC(=O)NS(=O)(=O)c1ccc(C(=O)OC)o1	x	x	x	-13	3	-6	x
57	CCOc1cc(C(=S)N2CCOCC2)cc(Br)c1OS(=O)(=O)c1ccccc1	2	2	8	4	-36	-1	0
58	CCCCN(C)C(=O)c1sc(=O)n(Cc2ccccc2C#N)c1C	0	x	3	-18	-5	14	-12
59	C[C@@H]1CN([C@H](C)CO)C(=O)c2cc(NC(=O)Nc3ccccc3)ccc2O[C@H]1CN(C)Cc1ccc(C(=O)O)cc1	-7	-2	x	8	-1	0	-6
60	Fc1ccc(-c2nc3ccc(Cl)cn3c2Cc2ccccc2C(F)(F)F)cc1	32	12	-4	-71	7	34	6
61	CN(C)c1ccc(C(=O)NCC(c2cccs2)N2CCOCC2)cc1 (stereo not drawn)	0	-4	-2	3	-5	9	-3
62	CCCOc1cc(C)c(Cl)cc1S(=O)(=O)N(CC)CC	x	x	-31	x	108*	-2	x
63	Cc1cccc(CNc2ccc(C(CC(N)=O)NC(=O)c3ccccc3)cc2[N+](=O)[O-])c1 (stereo not drawn)	2	x	-6	-5	6	-7	2
64	CN(C)CCN(Cc1ccco1)S(=O)(=O)c1csc(C(N)=O)c1	-4	-4	-1	7	2	-4	-3
65	COc1ccc(CN(C)C[C@@H]2Oc3c(NS(C)(=O)=O)cccc3C(=O)N([C@@H](C)CO)C[C@H]2C)cc1	-4	6	x	-18	-8	-2	15
66	O=C(COc1ccc(NC(=O)c2ccccc2[N+](=O)[O-])cc1)c1ccc(F)cc1	-1	-6	1	4	5	0	2

In the list so far, these contain a COOH group.
entry	SMILES	Casp6 inh	SIRT5 block	FN deposit inh	LGR2 antag	Statin myotox sup	esBAF inh	S100A4 MyoIIA
3	C/C(=N\Nc1cccc(C(=O)O)c1)c1cc2ccccc2o1	3	2	-3	x	3	32	0
11	CC(C)C(NCc1c(Cl)cccc1Cl)C(=O)O (stereo not drawn)	1	3	x	1	-4	-3	2
16	O=C(O)CSCC(=O)Nc1cccc(C(F)(F)F)c1	2	3	x	-5	-5	-6	1
19	O=C(O)CCC(=O)Nc1ccc(-n2ccc(C(F)(F)F)n2)cc1	-1	0	3	3	x	x	0
46	COc1ccc(NC(=O)Nc2ccc3c(c2)C(=O)N([C@H](C)CO)C[C@@H](C)[C@H](CN(C)Cc2ccc(C(=O)O)cc2)O3)cc1	0	-3	x	18	x	-1	5
52	Cc1ccc(CCSCC(=O)O)cn1	x	x	-3	x	1	-2	x
55	O=C(O)c1ccccc1CC(CCc1ccccc1)C(=O)O (stereo not drawn)	5	-4	0	-3	1	14	0
59	C[C@@H]1CN([C@H](C)CO)C(=O)c2cc(NC(=O)Nc3ccccc3)ccc2O[C@H]1CN(C)Cc1ccc(C(=O)O)cc1	-7	-2	x	8	-1	0	-6

Entries 65 through 66 of the list above:
entry	SMILES	Casp6 inh	SIRT5 block	FN deposit inh	LGR2 antag	Statin myotox sup	esBAF inh	S100A4 MyoIIA
65	COc1ccc(CN(C)C[C@@H]2Oc3c(NS(C)(=O)=O)cccc3C(=O)N([C@@H](C)CO)C[C@H]2C)cc1	-4	6	x	-18	-8	-2	15
66	O=C(COc1ccc(NC(=O)c2ccccc2[N+](=O)[O-])cc1)c1ccc(F)cc1	-1	-6	1	4	5	0	2
